PfHsp90 set2 – growth inhibition of PfHsp90-expressing yeast, primary screen, antimalarial PfHsp90 inhibitor project, S. cerevisiae, BacTiter-Glo luminescence, single point, set 2; BacTiter-Glo ATP, 48 h; yeast lacking PDR1 and PDR3 efflux regulators; inhibition, % at 9.4 µM; 310,000 compounds, 0.32% hits; AID 504621, 2011;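 active = every replicate shows inhibition above about 80%, whatever the replicate mean, limit read from the data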;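 also: 0% = DMSO neutral controls and 100% = 20 µM radicicol positive controls; yeast relying on Plasmodium falciparum Hsp90 in place of its own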
OPRM1-OPRD1 inv – inverse agonists of MOR-DOR heterodimerization, primary screen, cell-based, luminescence. cell-based MOR-DOR heterodimer luminescence, inverse agonism. inhibition, % at 9.3 µM. 340,000 compounds, 0.21% hits. Mu-type opioid receptor (Homo sapiens) + Delta-type opioid receptor (Homo sapiens), …; in the data active = inhibition above about 22%, passing the limit was not always enough;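 also: 0% = cells with DMSO and 100% = wells without cells with DMSO; values of inactives mirror those of a sister screen read the other way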
Mot1-301 SUMO – yeast Mot1-301 growth rescue at high temperature, primary screen, SUMOylation pathway inhibitor project, S. cerevisiae, ATP luminescence, 38.5C; growth rescue, % at 18.8 µM; AID 2716, 2010; 320,000 compounds, 1% hits; S. cerevisiae Mot1-301 growth rescue; percent above DMSO median, 100 means doubled;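 active = every valid replicate shows activation above 250% relative to neutral control wells; inactive = the rest, any valid replicate at or below 250%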;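 also: OY570 slx delta 5 strain wells were the positive control but not used for scaling; some compounds called inactive have numbers as strong as hits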
E coli growth – E. coli V3065 growth inhibition, primary screen, counter-screen for AddAB inhibitor project, absorbance, OD600; inhibition, % at 11.9 µM; 18 h; 330,000 compounds, 0.27% hits;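 active = inhibition above the campaign's mean inhibition across all tested compounds plus 3 SD, cut at about 9.9% in these data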;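 also: uninfected addAB+ strain grown without phage in ampicillin broth; 0% = DMSO wells and 100% = ciprofloxacin 0.95 µg/ml wells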
DSG3 Ab inh – inhibitors of pemphigus antibody binding to DSG3, primary screen, biochemical, bead-based, flow cytometry, scFv-GFP | 310,000 compounds, 0.48% hits | DSG3-coupled beads, scFv-anti-DSG3-GFP binding; active compounds read low | binding (percent of control), % at 10 µM | Desmoglein-3 (Homo sapiens), P32926;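 active = binding more than 3 SD below its plate's average and above zero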;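 also: hits lower antibody fragment binding to DSG3; some compounds called inactive have numbers as strong as hits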
Target sequence (P32926 whole entry, looked up, the tested form may be a part): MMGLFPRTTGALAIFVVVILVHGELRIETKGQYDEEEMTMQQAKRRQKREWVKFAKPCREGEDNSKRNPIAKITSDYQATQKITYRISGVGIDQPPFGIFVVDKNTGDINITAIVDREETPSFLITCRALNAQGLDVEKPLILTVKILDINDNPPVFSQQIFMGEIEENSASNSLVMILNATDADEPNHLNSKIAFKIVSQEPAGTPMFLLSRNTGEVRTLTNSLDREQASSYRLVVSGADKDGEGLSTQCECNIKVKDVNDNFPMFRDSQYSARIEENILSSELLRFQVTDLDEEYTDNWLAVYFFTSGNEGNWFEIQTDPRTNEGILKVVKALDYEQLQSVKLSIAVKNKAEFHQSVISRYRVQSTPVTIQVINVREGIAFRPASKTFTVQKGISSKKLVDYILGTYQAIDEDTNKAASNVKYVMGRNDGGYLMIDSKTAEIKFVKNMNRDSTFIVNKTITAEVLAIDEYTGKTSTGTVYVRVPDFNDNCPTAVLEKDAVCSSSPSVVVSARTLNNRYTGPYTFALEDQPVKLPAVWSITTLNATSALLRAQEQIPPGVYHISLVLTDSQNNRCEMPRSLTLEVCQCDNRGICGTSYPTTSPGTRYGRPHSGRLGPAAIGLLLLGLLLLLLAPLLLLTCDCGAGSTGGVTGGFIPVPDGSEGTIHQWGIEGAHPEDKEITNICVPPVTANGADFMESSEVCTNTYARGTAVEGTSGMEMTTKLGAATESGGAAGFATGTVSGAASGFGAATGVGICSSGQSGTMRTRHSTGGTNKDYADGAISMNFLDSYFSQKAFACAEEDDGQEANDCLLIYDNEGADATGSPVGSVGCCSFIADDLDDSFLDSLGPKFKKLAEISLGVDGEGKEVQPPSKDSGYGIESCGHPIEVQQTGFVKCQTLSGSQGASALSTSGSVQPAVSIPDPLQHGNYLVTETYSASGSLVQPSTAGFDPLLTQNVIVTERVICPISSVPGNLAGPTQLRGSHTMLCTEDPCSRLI
AddAB inh – growth inhibition of E. coli expressing H. pylori AddAB, primary screen, AddAB inhibitor project, absorbance; inhibition, % at 11.9 µM; 330,000 compounds, 0.29% hits; AID 435030, 2010; in the data active = inhibition above about 12%;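 also: 0% = vehicle wells of infected cells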
OPRM1-OPRD1 ag – agonists of OPRM1-OPRD1 heterodimerization, primary screen, cell-based, luminescence; Mu-type opioid receptor (Homo sapiens) + Delta-type opioid receptor (Homo sapiens), …; cells; activation, % at 9.3 µM; 340,000 compounds, 0.3% hits; AID 504326, 2011; in the data active = activation above about 18%;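 also: 0% = vehicle-treated cells and 100% = reference agonist; values of inactives mirror those of a sister screen read the other way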
PKA-R1A act – activators of PKA-R1A holoenzyme, primary screen, biochemical, fluorescence polarization, Cy5-IP20, bovine R1A, mouse PKAc; cAMP-dependent protein kinase type I-alpha regulatory subunit (Bos taurus) + …; PKA-R1A dissociation; scaled: DMSO 0%, 113 µM cGMP 100%; activation, % at 11.4 µM; 340,000 compounds, 0.083% hits; AID 504707, 2011;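 active = percent activation above the mean of all tested compounds plus 3 SD, cut at about 19% in these data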;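 also: higher means more PKAc released from R1A so a rise in polarization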
Tat transport – E. coli Tat export inhibitors, primary screen, MC4100, TorA-mCherry reporter, fluorescence, single point; inhibition, % at 10 µM; 340,000 compounds, 0.036% hits; AID 488895, 2010;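 active = mean replicate inhibition at least 50% and at least half of replicates individually reaching 50%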;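 also: exported cargo escapes ClpAP degradation while cytoplasmic cargo is degraded and loses fluorescence; 0% = median of neutral control wells and 100% = median of NaSCN control wells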
Arrestin-AP2 inh – inhibitors of beta-arrestin/AP2 binding, primary screen, biochemical, GPCR trafficking, flow cytometry; beta-arrestin 1 C-terminal peptide binding to AP2 beta2-adaptin appendage (human); FITC-arrestin peptide / GST-AP2 beads; AP2 beta2 appendage carries R879A mutation; inhibition, % at 10 µM; 340,000 compounds, 0.31% hits;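 active = inhibition above a set limit, near 3 SD of compounds lacking own fluorescence, cut at about 54% in these data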;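 also: plate controls were DMSO wells for no effect and 5 µM unlabelled arrestin peptide for full effect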
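Material – GST-tagged AP2 beta2-adaptin appendage (R879A) on 4 µm glutathione beads · Probe or stimulus – fluorescein-tagged arrestin peptide at 50 nM final · Timing – 12 min plus 1 h, RT · Detection – bead flow cytometry, FITC channel · Read-out basis – inhibition as reduced fluorescein signal on beads, percent · Medium – PBS plus Tween 20 (0.05%) and BSA (0.1%)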
phage Ecoli inh – growth loss of phage-infected E. coli, primary screen, RecBCD inhibitor project, absorbance, with phage, HTS | inhibition, % at 11.9 µM | 360,000 compounds, 0.26% hits | AID 651602, 2012; in the data active = inhibition above about 11%
An asterisk follows results filed as active; / = not tested or not shown; & = joins results of further samples.

Each structure is followed by: PfHsp90 set2	OPRM1-OPRD1 inv	Mot1-301 SUMO	E coli growth	DSG3 Ab inh	AddAB inh	OPRM1-OPRD1 ag	PKA-R1A act	Tat transport	Arrestin-AP2 inh	phage Ecoli inh
> Cc1cccc(N2CCN(C(=O)c3cccc(N4CCCC4=O)c3)C(C)C2)c1 (stereo unspecified)
  -103.5	9.9	4.3	0.5	83.5	1.9	-1.9	7.2	-1.6	35.3	2.3
> COc1ccc(C(=O)NC2CCCc3c2cnn3-c2ccccc2F)o1 (stereo unspecified)
  -12.8	-11.8	73.5	-1.7	/	1.7	2.2	3.7	3.4	-2.6	1.3
> Cc1ccnc(NC(=O)Cc2ccc([N+](=O)[O-])cc2)c1
  -4.7	4.2	363.6*	-0.6	100.1	2.4	-0.8	6.7	2.9	-9.5	1.7
> COc1cc(F)c(C2=CC(=O)C[C@H](c3ccc4c(c3)OCO4)C2)cc1F
  -12.2	18.3	4.3	1.2	101.6	3.3	-3.2	0.3	-6.3	-15.1	3.0
> CCOC(=O)c1c(C)[nH]c(C)c1C(=O)COC(=O)[C@@H]1CCCN1S(=O)(=O)c1ccc(Cl)cc1
  18.1	-13.0	10.1	1.2	103.1	1.6	2.3	2.7	1.4	-8.7	5.0
> COCCNc1oc(COc2cccc(C)c2)nc1C#N
  6.9	-10.1	73.2	-1.3	100.9	-0.5	2.0	-7.7	-2.8	3.6	3.0
> CCN(CC(=O)Nc1c(F)cccc1F)C(=O)CCNS(=O)(=O)c1ccccc1C(F)(F)F
  7.3	7.8	4.4	-0.2	93.0	1.4	-1.4	-0.6	-7.9	-1.1	3.5
> CCC1(CC)NC(=O)N(CC(=O)NCc2ccc3c(c2)OCO3)C1=O
  -6.1	-4.8	9.3	0.3	106.4	-1.1	0.9	1.1	1.0	8.1	2.5
> Cc1cc(C)c(S(=O)(=O)c2cccc(Cl)c2)c(=O)[nH]1
  -14.2	2.5	33.8	1.0	101.4	0.2	-0.5	-6.0	-5.6	-3.9	2.4
> COC(=O)c1c(S(C)(=O)=O)nc(-c2ccccc2)[nH]c1=O
  -8.7	-5.0	1.5	1.2	108.5	3.8	1.0	-5.8	1.3	8.4	2.8
> Cc1cc(Cl)ccc1NC(=S)N(CCCN1CCOCC1)Cc1cccs1
  -10.3	10.4	13.5	-1.6	97.9	-0.8	-2.0	-19.7	9.1	/	1.8
> CN1CCc2c(c3ccccc3n2Cc2ccccc2)C1
  -2.4&10.7	14.5&6.1	-9.9	0.3	103.6&95.2	1.4	-2.7&-1.0	-12.8&-11.7	-11.7&0.1	-9.5&18.9	4.6&3.7
> CC(=O)Oc1cccc(N2C(=O)C3C4C=CC(CC4)C3C2=O)c1 (stereo unspecified)
  6.1	13.9	-1.2	0.2	95.5	0.4	-3.1	7.0	-1.2	-2.5	1.5
> CC(=O)c1c(Cl)nc2cccc3c2c1-c1ccccc1C3=O
  1.0	-11.2	10.0	0.4	98.0	2.5	2.2	-9.5	9.4	32.0	-0.1
> CCCCCC[C@@H]([C@@H](C)O)n1cnc2c(N)ncnc21
  1.6	10.7	-23.7	-2.2	106.8	0.6	-1.9	8.9	-4.9	0.9	2.7
> CCN(C(=O)c1cccc(S(=O)(=O)N2CCc3ccccc32)c1)C1CCS(=O)(=O)C1 (stereo unspecified)
  -15.8	10.2	-8.4	-1.3	83.6	2.1	-2.4	-9.6	-0.7	-3.3	2.3
> CCn1cnc2c1c(=O)n(Cc1cccc(Br)c1)c(=O)n2Cc1ccccc1
  -0.4	-11.3	189.1	1.4	120.4	3.0	2.1	-2.2	1.7	23.8	-0.2
> CSc1ncccc1C(=O)OCC(=O)c1cccs1
  1.2	-13.1	-8.0	3.0	102.3	1.0	1.9	-7.5	-8.4	/	2.4
> O=[N+]([O-])c1c(Nc2ccccc2O)cc(Cl)c2nonc12
  -24.4	28.7*	460.0	/	112.0	/	-5.6	-3.5	1.9	29.4	-2.5
> COc1ccc(S(=O)(=O)CCC(=O)Nc2ccc(OC)cc2OC)cc1
  -3.0	3.4	35.5	-0.8	102.2	-1.7	-0.6	0.7	-4.3	16.1	2.4
> CC(=O)c1ccc(NC(=O)CSc2nnc(Cn3cnc4ccccc43)o2)cc1
  -9.1	6.8	-23.9	-2.2	101.7	-1.1	-1.3	9.8	-0.7	-6.0	-0.7
> COCC(=O)Nc1ccc(OC)c(Cl)c1
  /	12.3	-6.8	2.5	113.7	-0.2	-2.5	2.4	-3.3	36.4	2.8
> CCOc1ccc(C(=O)N(CC)CC(=O)Nc2ccc3c(c2)OCCO3)cc1
  24.1	-0.6	9.3	1.6	/	0.6	0.2	-1.8	-8.5	11.2	3.2
> OC(CNC1CCCC1)COc1ccc(-c2ccccc2)cc1 (stereo unspecified)
  -4.5	-11.9	12.1	-0.2	105.3	0.9	2.3	-12.4	8.0	20.8	1.8
> O=C(COC(=O)Cc1ccc2c(c1)OCCO2)Nc1ccc(S(=O)(=O)N2CCCC2)cc1
  -11.0	12.8	-7.9	-1.0	102.2	3.4	-2.8	-3.9	4.8	-3.7	-1.2
> COc1ccc(C)cc1NC(=O)c1cc2c(s1)CCC2
  -16.0	6.5	3.7	0.6	97.9	5.3	-1.4	-4.8	-2.0	-17.7	3.5
> CCOc1cc(/C=C(/NC(C)=O)C(=O)O)cc(Cl)c1OCc1cccc(Br)c1
  3.3	10.1	5.4	-0.6	95.9	-2.7	-1.9	2.6	6.2	-8.0	1.6
> Cc1cccc(Cl)c1NC(=S)NCCc1ccccn1
  10.8	9.9	-11.0	-0.9	109.6	2.6	-2.0	-2.9	-1.0	1.4	3.6
> COc1ccc(C(=O)NC(=S)Nc2cccnc2)cc1Cl
  -19.4	22.3	-7.3	1.3	102.0	2.7	-4.2	2.3	-4.7	7.6	-0.9
> C/C(N)=C(/C#N)C(=O)COC(=O)Cc1coc2ccc3ccccc3c12
  /	8.0	-8.3	0.0	111.7	-1.5	-1.6	-7.0	0.0	-0.9	1.1
> CC1(C)CC(=O)C(C=NCCN2CCOCC2)=C(O)C1
  14.6	9.9	-25.1	0.6	100.8	0.4	-1.7	7.9	0.8	2.2	0.0
> COC(=O)c1cc2sccc2n1Cc1ccc(C)cc1
  11.9	-19.8	1.9	0.5	100.6	2.1	3.6	-2.8	4.3	2.9	4.3
> COC(=O)/C(C#N)=C/c1c(Oc2cccc(C)c2C)nc2ccccn2c1=O
  16.9	-2.7	-8.3	-3.7	/	-3.6	0.6	1.4	-2.9	20.2	1.9
> CC(=O)c1c(C)[nH]c(C(=O)OCC(=O)Nc2c(C)n(C)n(-c3ccccc3)c2=O)c1C
  24.3	4.8	/	/	95.8	/	-0.7	-6.6	1.3	-11.5	1.9
> CCOC(CCNC(=O)c1cc(-c2cccs2)nc2ccccc12)OCC
  -22.0	-2.9	0.1	0.0	98.8	-2.7	0.6	2.9	-0.5	-1.2	-0.2
> CN(C)c1ccc(P(=O)(OC2CCCCC2)C(O)c2ccncc2)cc1 (stereo unspecified)
  9.9	10.6	-16.6	1.1	115.5	1.0	-2.0	-4.0	-6.6	35.9	1.4
> CCNC(=O)COC(=O)C1CCN(S(=O)(=O)c2ccc3c(c2)OCCO3)CC1
  12.3	17.8	88.3	3.0	109.3	1.7	-3.4	-1.4	-0.8	-1.7	-1.6
> CC1=CCC(Cc2nc3ccccc3o2)C1(C)C (stereo unspecified)
  12.5	-3.6	-0.8	-2.2	102.5	-3.4	0.7	-0.9	4.0	2.9	4.5
> COc1cc(C(=O)NCCNC(=O)c2cc(OC)c(C)c(OC)c2)cc(OC)c1C
  2.0	6.2	5.4	-1.5	92.1	-2.0	-1.0	1.0	-5.6	15.0	1.4
> Cc1cccc(NC(=O)C2CCN(c3nccc(C)n3)CC2)c1
  /	16.9	82.2	2.4	104.5	0.7	-3.5	8.0	3.1	-4.4	0.9
> CC(C)OC(=O)CSc1nnc(-c2ccc(Cl)cc2Cl)n1N
  /	-1.1	-17.7	-0.2	99.2	-0.3	0.2	2.9	-8.0	35.6	1.7
> CCOC(=O)N1CCN(CCC(=O)Nc2cc(OC)cc(OC)c2)CC1
  -18.7	-1.1	/	-1.3	101.5	-1.4	0.2	-2.2	0.5	-1.8	3.0
> COCCN1CCC(CO)C1 (stereo unspecified)
  -21.0	17.8	/	/	/	/	-3.6	9.2	-1.9	-1.3	1.2
> NC(=O)c1nsc(C(=O)N(c2cccc(F)c2)C(C(=O)NCC2CCCO2)c2cccs2)c1N (stereo unspecified)
  -11.4	7.3	7.0	-1.7	102.2	-0.5	-1.3	2.0	6.6	-13.2	2.9
> CCCc1cc(=O)oc2cc(OCC(=O)NCC3CCC(C(=O)O)CC3)ccc12 (stereo unspecified)
  -0.1	6.3	-6.2	0.5	100.7	2.9	-1.2	0.3	3.3	-4.9	0.5
> COc1ccc(N2CCN(CC(=O)c3ccc(O)c(C)c3O)CC2)cc1
  -3.2	8.8	0.5	1.4	97.2	2.9	-1.7	-18.2	5.1	-8.7	0.5
> CC[n+]1c(C)cc2c(sc3ccccc32)c1C
  -4.5	4.7	/	/	98.2	/	-0.9	-5.9	3.1	-35.6	3.9
> COc1ccc(OC)c(NC(=O)COC(=O)CN2C(=O)NC3(CCCC3)C2=O)c1
  3.8	8.4	-3.2	-0.7	91.8	-0.1	-2.1	-4.2	0.0	1.0	-0.1
> CC1CC(C)CN(C(=O)C(C)N2CCN(S(=O)(=O)c3ccccc3F)CC2)C1 (stereo unspecified)
  /	15.3	-9.5	-3.2	94.0	-1.1	-3.1	1.8	8.0	-10.7	2.8
> CCOC(=O)[C@H]1[C@H]2COc3ccc(Br)cc3[C@@H]2N2C(=O)c3ccc(Cl)cc3NC(=O)[C@@]12C
  24.1	-6.8	12.2	0.8	104.4	2.7	1.2	6.1	5.1	1.6	1.8
